Bioassay records deposited in PubChem BioAssay by National Center for Advancing Translational Sciences (NCATS).
Shiga toxin inh – inhibitors of Shiga toxin in Vero cells. Vero cells, Shiga toxin protein synthesis inhibition reporter. inhibition, % at 38.7 µM. 290,000 compounds, 9.2% hits; in the data active means inhibition mostly above about 28%, no sharp cut-off; inactive means mostly below about 43%; further: 0% is about no effect
LmPK inh – blocks Leishmania mexicana pyruvate kinase activity; Q27686; purified LmPK, Kinase-Glo ATP luminescence, 1 h; Potency, µM (titrated, usually from 57.5 µM), without a hit: at the top dose activity change, negative = inhibition, most hits filed as inhibitors; 290,000 compounds, 0.37% hits; AID 1721; further: potency means the concentration at half of the fitted maximal effect; on the % scale 0 is the no-effect control and ±100 the full control effect
Target sequence (Q27686 whole entry, looked up): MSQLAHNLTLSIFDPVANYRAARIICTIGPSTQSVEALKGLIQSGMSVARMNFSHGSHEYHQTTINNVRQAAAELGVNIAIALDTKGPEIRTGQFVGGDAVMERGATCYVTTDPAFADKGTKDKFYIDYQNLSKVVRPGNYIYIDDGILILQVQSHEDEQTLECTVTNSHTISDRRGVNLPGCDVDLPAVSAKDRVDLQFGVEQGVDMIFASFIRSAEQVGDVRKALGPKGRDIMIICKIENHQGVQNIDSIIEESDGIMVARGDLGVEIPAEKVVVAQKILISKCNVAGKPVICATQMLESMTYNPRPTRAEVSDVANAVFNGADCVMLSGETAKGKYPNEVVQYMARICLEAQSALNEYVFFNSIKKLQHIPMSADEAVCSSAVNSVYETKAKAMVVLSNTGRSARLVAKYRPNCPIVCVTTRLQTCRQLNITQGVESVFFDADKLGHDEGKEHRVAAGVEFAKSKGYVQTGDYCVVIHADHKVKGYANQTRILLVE
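qHTS format; LmPK 0.1 nM; substrates PEP 0.5 mM and ADP 0.1 mM. One-hour room-temperature incubation, then coupled luciferase luminescence; 0.5 nM enzyme wells mark activation.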
TbPYK inhibitor – inhibitors of Trypanosoma brucei pyruvate kinase. Potency, µM (doses to about 76.8 µM), without a hit: at the top dose activity, negative = inhibition, most hits filed as inhibitors. 410,000 compounds, 0.12% hits. AID 624173. TbPYK enzyme, Kinase-Glo Plus ATP luminescence, 45 min; further: potency means the concentration at half of the fitted maximal effect; on the % scale 0 is the no-effect control and ±100 the full control effect; nearly all actives have a fitted effect of over 50% in size
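TbPYK + substrate in 50 mM TEA pH 7.2, 100 mM KCl, 10 mM MgCl2, 0.05% BSA, 0.01% Tween-20; cpd pinned; ADP 130 uM final; 45 min RT; Kinase-Glo Plus 10 min; luminescence endpoint.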
CHX counter – counter-screen hit for Shiga toxin inhibitors, cycloheximide | cell reporter, cycloheximide protein synthesis inhibition counterscreen | max response, % | 300,000 compounds, 12% hits | AID 2314; in the data active means max response mostly above about 13%, no sharp cut-off; inactive means mostly below about 14%; further: read at 38.3 µM for the half of the compounds with a filed dose; 0% is about no effect
Pf growth 96h – P. falciparum growth inhibition at 96 hour, primary screen for plastid delayed-death inhibitors; P. falciparum luciferase reporter growth, 96 h; Potency, µM (titrated, usually from 28.7 µM), for inactives: at the highest dose activity change, negative = inhibition, usual class: inhibitors; 320,000 compounds, 6.9% hits; further: potency means the concentration at half of the fitted maximal effect; on the % scale 0 is the no-effect control and ±100 the full control effect
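P. falciparum expressing integrated firefly luciferase grown in erythrocytes (2% hematocrit, 0.05% parasitemia final) with compounds for 96 hours at 37 C, 5% CO2. Growth inhibition read as loss of luminescence after adding luciferase detection reagent.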
Pf growth 48h – P. falciparum growth inhibition at 48 hours (one generation); P. falciparum luciferase growth in erythrocytes, 48 h; Potency, µM (series often up to 28.7 µM), for the others: at the top dose activity change, negative = inhibition, actives largely listed as inhibitors; 310,000 compounds, 5.9% hits; AID 504832; further: potency means the concentration at half of the fitted maximal effect; on the % scale 0 is the no-effect control and ±100 the full control effect
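First compound was added to culture medium, then infected red cells at 0.1% parasitemia and 2% hematocrit (final). After incubation at 37 C under 5% CO2, luciferase detection reagent was dispensed and light output recorded.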
AMA1-RON2 inh – AMA1-RON2 (P. falciparum) interaction inhibition | AlphaScreen AMA1-biotinylated RON2 peptide binding | Potency, µM (top dose mostly 58.2 µM), for the others: at the top dose activity change, negative = inhibition, most hits filed as inhibitors | 360,000 compounds, 0.2% hits | AID 720542;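 further: potency means the concentration at half of the fitted maximal effect; 0% = vehicle wells and -100% = peptide control; nearly all actives have a fitted effect of over 45% in size; some results filed as inactive show a strong effect at the top dose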
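AMA1 (3D7) with his tag at 25 nM final met compounds first, then biotinylated RON2 peptide at 25 nM; detection used donor plus acceptor beads, 10 µg/mL apiece, read by AlphaScreen after 30 min at room temperature.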
* marks the source's active call; other numbers are inactive results; ? = inconclusive; . = not tested or not shown; [ ] = remark or other dose. Unless noted, the call rests on the fitted dose curve; in most records, active means well fitted curve in the direction sought with a large enough effect; inconclusive means small, poorly fitted or top-dose-only effect, or another doubt; inactive means no such curve, though single readings can be large; an effect the other way counts as inactive or inconclusive.

Start of the data: the first 5 entries, to show the layout:
SMILES | Shiga toxin inh | LmPK inh | TbPYK inhibitor | CHX counter | Pf growth 96h | Pf growth 48h | AMA1-RON2 inh
COc1ccc(C(c2c(C)n(C)n(-c3ccccc3)c2=O)c2c(C)n(C)n(-c3ccccc3)c2=O)cc1 | -6 | -5% | -13% | -4 | ? | -8% | 1%
CS(=O)(=O)c1ccc2nc(NC(=O)c3cccc(NS(=O)(=O)c4ccc(F)c(F)c4)c3)sc2c1 | 35 | -4% | -2% | 19* | 4% | 41%[activator] | -19%
CCC(CC)C(=O)Nc1cc([N+](=O)[O-])ccc1Cl | -7 | 1% | 6% | -1 | 7.4µM* | -1% | -19%
COc1ccc(OC)c(S(=O)(=O)Nc2cc3c4c(c2)CCN4C(=O)CC3)c1 | . | . | 1% | . | ? | 14% | -15%
O=C(NNS(=O)(=O)c1ccccc1)c1csc(-c2cccnc2)n1 | -9 | -11% | 1% | -2 | ? | -10% | -6%

The whole of this part (from the top)
SMILES | Shiga toxin inh | LmPK inh | TbPYK inhibitor | CHX counter | Pf growth 96h | Pf growth 48h | AMA1-RON2 inh
COc1ccc(C(c2c(C)n(C)n(-c3ccccc3)c2=O)c2c(C)n(C)n(-c3ccccc3)c2=O)cc1 | -6 | -5% | -13% | -4 | ? | -8% | 1%
CS(=O)(=O)c1ccc2nc(NC(=O)c3cccc(NS(=O)(=O)c4ccc(F)c(F)c4)c3)sc2c1 | 35 | -4% | -2% | 19* | 4% | 41%[activator] | -19%
CCC(CC)C(=O)Nc1cc([N+](=O)[O-])ccc1Cl | -7 | 1% | 6% | -1 | 7.4µM* | -1% | -19%
COc1ccc(OC)c(S(=O)(=O)Nc2cc3c4c(c2)CCN4C(=O)CC3)c1 | . | . | 1% | . | ? | 14% | -15%
O=C(NNS(=O)(=O)c1ccccc1)c1csc(-c2cccnc2)n1 | -9 | -11% | 1% | -2 | ? | -10% | -6%
Cc1ccc(-n2c(-c3cn(C)nc3C)n[nH]c2=S)cc1 | -3 | ? | . | -6 | ? | 12% | .
COc1ccccc1CN1CCN(C(=O)c2ccco2)CC1 | 1 | 0% | 1% | -2 | 39%[activator] | 25% | ?
O=c1[nH]c(=O)n(-c2cccc3ccccc23)c(O)c1/C=N/N1CCCCC1c1cccnc1 (centres undefined) | -12 | 0% | 1% | -3 | ? | 2% | 0%
COCCNC(=O)C(c1ccc(F)cc1)N(C(=O)CCC(=O)Nc1nccs1)c1cccc(C)c1 (centres undefined) | -4 | -4% | 0% | -1 | 3% | -15% | 18%
Cc1occc1-c1nnc(SCC(=O)N2CCN(c3ccccc3)CC2)n1C | 26 | 10% | 4% | 2 | ? | -5% | -10%
Cc1cccc(NC(=O)CN(C)S(=O)(=O)c2ccc(Br)cc2)n1 | -12 | -1% | 3% | 0 | ? | . | 21%
COc1ccc(C(=O)CC(=O)C(=O)Nc2c(C)cccc2C)cc1 | 6 | 0% | 5% | -2 | 15% | ? | 78%[activator]
CC1Cn2c(nnc2-c2ccc(F)cc2)S1 (centres undefined) | -4 | 4% | 2% | -3 | -16% | 16% | 7%
Cc1cc(OCC(=O)NCCCN2CCOCC2)c2c(C)c(C)c(=O)oc2c1 | -15 | 8% | 3% | -3 | ? | -10% | -5%
Cc1ccc(C(=O)NCCCCNC(=O)c2ccc(C)o2)o1 | -28 | 2% | -4% | 2 | 0% | -4% | 4%
O=C(c1cn(Cc2ccccc2)c2ccccc12)C1CC1 | 12 | -12% | 0% | 12* | 0% | -22% | 6%
Cc1cccc(N2CCN(C(=O)NC3CCCCC3)CC2)c1C | 15 | 3% | -5% | 11 | 0% | 43%[activator] | 8%
C=CCn1c(=O)c2ccccc2n2c(SCC(=O)NCCc3ccccc3)nnc12 | 1 | 2% | 3% | 4 | ? | -28% | -17%
CCOC(=O)c1cc(NC(=O)N(CC)C2CCCCC2)c(C)nc1C | 5 | 4% | -6% | 8 | -1%[5.75 µM] | 1% | 2%
CC(C)OC(=O)C(C#N)c1nc2ccccc2nc1N1CCN(Cc2ccc3c(c2)OCO3)CC1 (centres undefined) | -14 | 3% | . | -4 | 36%[activator] | 8% | .
CN1CCC(C(=O)N2CCCC(C(=O)c3ccc4c5c(cccc35)CC4)C2)CC1 (centres undefined) | -2 | -1% | -5% | -2 | ? | ? | 2%
CCc1ccc(/C=C(\C)C(=O)c2c(C)cc(C)[nH]c2=O)cc1 | -22 | -1%[11.5 µM] | -4% | 5 | -14% | 37%[activator] | -1%
O=C(/C=C/c1cccs1)NC(=S)Nc1ccc(S(=O)(=O)Nc2ccccc2C(F)(F)F)cc1 | 9 | -6% | -6% | -2 | 170%[activator] | 87%[activator] | 54%[activator]
CC(NC(=O)c1ccc(Cn2cc([N+](=O)[O-])cn2)o1)c1ccccc1 (centres undefined) | -11 | 0% | -1% | 15 | 30%[activator] | -11% | -3%
O=C(COc1ccc(F)cc1Br)NCC1(N2CCOCC2)CCCCC1 | . | . | 3% | . | ? | -20% | 13%
Cc1ccccc1OCC(=O)NC(=S)Nc1ccc(Br)c(C)n1 | -2 | 5% | -4% | 2 | ? | -27% | -4%
Cc1ccc(NC(=O)Nc2ccc3c(c2)OCO3)c(OC(F)F)c1 | 103* | 2% | -3% | 48* | 7% | 76%[activator] | -13%
COc1ccc(CC(=O)NNC(=O)c2cccs2)cc1OC | -7 | 2% | 0% | -3 | 2% | 8% | 2%
O=C(c1ccco1)N1CCN(C(=O)C2CC(=O)N(c3ccc(Cl)cc3)C2)CC1 (centres undefined) | -2 | 2% | 4% | -7 | ? | -8% | 2%
CCN1C(=O)C(Cc2nc3ccccc3c(=O)n2-c2ccccc2)c2ccccc21 (centres undefined) | -11 | 4% | -14% | -2 | ? | ? | -9%
CCSc1nnc(CNC(=O)C23CC4CC(CC(C4)C2)C3)n1Cc1ccccc1 | -7 | 1% | -24% | -3 | ? | ? | -3%
CC(C)(C)OC(=O)N1CCCN(C(=O)Nc2ccc(C(F)(F)F)cc2)CC1 | 19 | -1% | 6% | 2 | ? | ? | 15%
CCOC(=O)c1c(CN2CCOCC2)n(-c2ccccc2)c2cc(Br)c(OC)cc12 | -18 | 9% | 1% | -2 | . | ? | -12%
CC1(c2ccc3c(c2)OCO3)NC(=O)N(CC(=O)Nc2ccccc2)C1=O (centres undefined) | . | . | -2% | . | 2% | -9% | -4%
COc1cc(OC)c(OC)cc1/C=C/C(=O)c1ccc(NS(=O)(=O)c2ccc(C)cc2)cc1 | 11 | 5% | -1% | -3 | 13µM* | 9.3µM* | 11%
CCN(C(=O)CSc1nc2cc(C(=O)O)ccc2c(=O)n1Cc1ccccc1)c1ccccc1 | -6 | 8% | 2% | -6 | -28% | . | -23%
Cc1cc(C)cc(C(=O)OCC(=O)NC2CCCC2)c1 | -4 | -5% | 5% | 1 | 6% | 13% | 0%
Cc1nn(C(=O)Cn2ccc([N+](=O)[O-])n2)c(C)c1Cl | -11 | -4% | 1% | -4 | ? | -16% | -10%
COc1ccc(CN2CCN(C(=O)c3ccc(S(=O)(=O)N4CCCCCC4)cc3)CC2)cc1F | . | . | 1% | . | ? | 13µM* | -5%
CCOC(=O)Cc1csc(NC(=O)CSc2nc(N)c3c(C)c(C)sc3n2)n1 | 13 | 2% | -1% | 2 | 1% | . | -7%
CC/C(=N/Nc1ccccc1)c1cnnc(SC)n1 | -23 | 9% | -11% | -2 | ? | ? | 10%
NS(=O)(=O)c1ccc(-c2cccc(/C=C3\SC(=O)NC3=O)c2)cc1 | -3 | -16% | 0% | -2 | ? | ? | -10%
Cc1oc2c(CN3CCC(C)CC3)c(O)ccc2c(=O)c1-c1ccccc1 | 4 | -1% | 3% | 3 | 4.1µM* | 2.9µM* | 0%
FC(F)c1nc2ccccc2[nH]1 | -10 | 3% | -3% | -2 | 174%[activator] | -16% | -5%
Cn1c(=N)n(CC(=O)c2ccc(Cl)c(Cl)c2)c2ccccc21 | 23 | 1% | -3% | 3 | ? | -60% | 63%[activator]
O=C(CCn1c(=O)[nH]c2ccccc2c1=O)NCCCN1CCN(c2cccc(Cl)c2)CC1 | 2 | -3% | 6% | 2 | ? | ? | -18%
COc1cc(OC)cc(C(=O)O/N=C(\N)c2cccc(C)c2)c1 | 44 | 1% | 4% | 13 | 7% | ? | 34%[activator]
COc1ccc(-n2nnc3c(=O)n(CC(=O)Nc4cc(C)on4)cnc32)cc1OC | 7 | -2% | 3% | 5 | -2% | ? | -2%
Cc1ccc(C(=O)NCC(=O)NCC(c2ccco2)N2CCCCC2)cc1C (centres undefined) | . | . | -2% | . | ? | ? | 0%
Cc1cc(C(=O)C(=O)O)c(C)n1-c1ccc(Cl)cc1 | -8 | -4% | -4% | -3 | -5% | -2% | -1%
Cc1ccccc1C(=O)c1c[nH]c(C(=O)NCc2ccco2)c1 | -10 | 3% | 0% | -3 | -6% | 11% | -1%
O=C(Nc1ccc(Oc2ccc(NC(=O)c3ccco3)c(NC(=O)c3ccco3)c2)cc1)c1ccco1 | 15 | 1% | -8% | 9 | -30% | ? | -2%
COc1ccc(/C=C/C(=O)OCC(=O)N2CC(=O)Nc3ccccc32)cc1S(=O)(=O)N1CCOCC1 | -12 | 5% | -4% | -5 | ? | ? | 10%
CN(C)c1ccc(/C=N/N(CCO)C2=NS(=O)(=O)c3ccccc32)cc1 | -8 | -3% | 1% | 1 | 0% | 17% | 0%
CC(C)c1nc2ccccc2n1CCC(=O)O | -6 | -5% | 1% | -1 | . | 6% | 0%
Cc1ccc(NC(=O)C2CCN(S(=O)(=O)c3cnc[nH]3)CC2)nc1 | -4 | -11% | 5% | -6 | ? | -2% | 0%
CCC(Cc1ccccc1)NCc1c(C(=O)O)c(C)n(Cc2ccccc2)c1C (centres undefined) | -15 | -1% | -9% | -1 | ? | 0% | -13%
O=S(=O)(c1ccc2c(c1)OCCO2)N(Cc1ccc(F)cc1)Cc1nnc(-c2cccs2)o1 | -43 | -4% | -4% | 2 | -34% | -2% | 4%
CN(CC(=O)Nc1ccc(Cl)c(C(F)(F)F)c1)C(=O)c1cccs1 | . | . | -11% | . | ? | ? | -1%
CSc1ncccc1C(=O)OCc1ccc([N+](=O)[O-])cc1 | 30 | -10% | -3% | 32 | ? | 15% | -6%
New compounds follow:
SMILES | Shiga toxin inh | LmPK inh | TbPYK inhibitor | CHX counter | Pf growth 96h | Pf growth 48h | AMA1-RON2 inh
CCOc1ccc(C(C)NC(=O)c2ccccc2OCc2c(C)noc2C)cc1OCC (centres undefined) | 16 | 0% | 3% | -2 | 6.6µM* | ? | -2%
O=C(Nc1ccc(N2CCN(C(=O)c3ccco3)CC2)c(Cl)c1)c1cccnc1 | -29 | 0% | -3% | -2 | 12%[1.15 µM] | ? | -3%
Cc1ccc(/C=C2\SC(=S)N(CCC(=O)NNC(=O)c3ccncc3)C2=O)cc1 | 3 | 2% | 0% | -2 | -10% | 39%[activator] | 22%
COc1cc(Nc2nnc(C)s2)c(Cl)cc1Cl | 12 | -3% | -11% | -1 | ? | ? | 19%
CC1(C)C(c2ccccc2)=NC(c2ccc(F)cc2)N1O (centres undefined) | -5 | -1% | -1% | -4 | -10% | 38%[activator] | 7%
